Screening data: PubChem, several laboratories
FID counter = fluorescent intercalator displacement, NS3 helicase counter-screen | AID 1845 | DNA fluorescent intercalator displacement, fluorescence | inhibition, % at 7.9 µM | 290,000 tested, 0.17% active; in the data active = inhibition above about 37%;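 also: 0% = vehicle and 100% = reference compound; higher means more ethidium bromide displaced from hairpin DNA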
PfM18AAP inh = PfM18AAP enzyme inhibition | 290,000 tested, 1.2% active | inhibition, % at 7.35 µM | recombinant PfM18AAP, H-Glu-NHMec fluorogenic cleavage;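 active = inhibition above the campaign mean inhibition over all tested compounds plus 3 SD, cut at about 28% in these data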;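 also: 0% = plate median of test compound wells and 100% = 2 mM ZnCl2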
IMP-1 inhibitor = blocks Pseudomonas aeruginosa IMP-1 metallo-beta-lactamase | purified IMP-1, nitrocefin hydrolysis, epi-absorbance fluorescence | inhibition, % at 5.6 µM | 290,000 tested, 0.45% active | AID 1556;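 active = inhibition above the mean plus 3 SD of all compounds in the same screening run, cut at about 4.5% in these data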;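 also: 0% = IMP-1 with DMSO and 100% = DMSO wells lacking enzyme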
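System: purified recombinant IMP-1 beta-lactamase. Medium: Zinc- and detergent-supplemented HEPES buffer, pH 7.1. Compound: one 5.6 µM dose […]. Schedule: 15 min preincubation plus 25 min reaction at 25 °C. Technique: Epi-absorbance fluorescence, 480 nm excitation, 530 nm emission.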
MEKK2 mut-MEK5 = signal of MEK5 binding to mutant human MEKK2 PB1 domain; bead flow cytometry, Alexa488-MEK5 binding to MEKK2 mutant; percent response, % at 10 µM; AID 1530; 290,000 tested, 0.35% active; in the data active = percent response above about 24%, passing the limit was not always enough; also: inactives centre near 1; some results filed as inactive read as strong as hits; reference of the scale not given here
MEKK2 WT-MEK5 = raises or lowers MEK5 binding to wildtype human MEKK2 PB1 domain | bead flow cytometry, Alexa488-MEK5 binding to MEKK2 WT; actives lie on both sides | binding response (% of control), % at 10 µM | 290,000 tested, 1.1% active | Q9Y2U5; in the data active = binding response below about 67% or above about 130%
VIM-2 inhibitor = blocks Pseudomonas aeruginosa VIM-2 metallo-beta-lactamase. purified VIM-2, nitrocefin hydrolysis, epi-absorbance fluorescence. inhibition, % at 5.6 µM. 290,000 tested, 0.89% active;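 active = inhibition above the mean of all tested compounds plus 3 SD, cutoff set per screening run, cut at about 7.5% in these data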;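 also: red hydrolysis product quenches plate fluorescence so inhibitors raise well fluorescence; 0% = enzyme with DMSO and 100% = DMSO without enzyme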
NALP1 yeast inh = inhibitors of NALP1 inflammasome in yeast; S. cerevisiae NALP1/ASC/caspase-1 growth, X-gal OD620, 72 h; inhibition, % at 10 µM; 280,000 tested, 0.61% active; in the data active = inhibition mostly above about 24%, no sharp cut-off; inactive = mostly below about 32%; also: some compounds called inactive have numbers as strong as hits
UBC9 SUMO inh = SUMOylation inhibition; P63279; HTRF SUMOylation assay, SAE1/SAE2 + UBC9, in vitro; inhibition, % at 35 µM; 290,000 tested, 0.36% active; AID 2006; in the data active = inhibition above about 50%, passing the limit was not always enough; also: strong numbers were not always called active
Target sequence (P63279 whole entry, looked up): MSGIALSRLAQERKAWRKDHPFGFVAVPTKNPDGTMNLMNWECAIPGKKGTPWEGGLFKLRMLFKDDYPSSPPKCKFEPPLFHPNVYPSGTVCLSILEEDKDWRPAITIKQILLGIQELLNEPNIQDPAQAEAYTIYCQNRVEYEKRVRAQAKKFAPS
HCV NS3 hel inh = inhibitors of Hepatitis C virus NS3 helicase; NS3 helicase DNA unwinding, Cy5 molecular beacon fluorescence; inhibition, % at 10.9 µM; 290,000 tested, 0.56% active;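 active = inhibition above the mean of all tested compounds plus 3 SD, set per campaign, cut at about 35% in these data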;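 also: 0% = DMSO wells and 100% = thioflavine S control wells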
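Test system: hepatitis C virus NS3 helicase domain fragment enzyme. Also added: annealed dual-labelled DNA beacon duplex, ATP-started. Timing: 60 min unwinding reaction at 25 °C after ATP addition. Technique: Cy5 fluorescence. Measure: % inhibition of unwinding.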
* hit, by the source's call; x = not tested or not shown.

item	SMILES	FID counter	PfM18AAP inh	IMP-1 inhibitor	MEKK2 mut-MEK5	MEKK2 WT-MEK5	VIM-2 inhibitor	NALP1 yeast inh	UBC9 SUMO inh	HCV NS3 hel inh
1	Cc1nc(Nc2ccccc2C(F)(F)F)sc1C(=O)N(C)C	-9	-3	-1.5	2	100	1.6	13	-1	-4
2	O=C(Cc1ccccc1)N/N=C/c1ccc(-c2ccc([N+](=O)[O-])cc2)o1	-3	-8	-2.4	1	107	-0.7	x	36	-2
3	Cc1cccc(C)c1OC(=O)C(c1ccccc1)c1ccccc1	-13	-4	-2.4	1	104	-6.0	20	-5	8
4	CCOc1ccccc1NC(=O)Cn1c(=O)n(-c2ccccc2)c(=O)c2oc3ccccc3c21	-5	-4	-2.5	10	5.0*	-4.5	20	6	0
5	CS(=O)(=O)N(CC(=O)N/N=C/c1ccco1)c1ccccc1Br	-19	-2	-2.0	-1	97	-3.0	31	12	6
6	CCc1nn(C(C)C(=O)NCCN2CCCCCC2)c(=O)c2cc3occc3n12 (stereo not drawn)	-4	6	-5.8	3	104	-0.4	3	-1	-8
7	CCCc1cc(C(=O)NCc2ccccc2)no1	-1	-2	-2.4	6	115	-1.0	20	-6	-6
8	COC(=O)CC1c2ccccc2S(=O)(=O)N1Cc1ccccc1 (stereo not drawn)	x	x	x	3	91	x	-3	2	x
9	Cc1ccc(N2C(=O)CC(N(CCc3ccccc3)C(=S)Nc3ccc(N(C)C)cc3)C2=O)cc1 (stereo not drawn)	-11	-3	-0.8	-7	97	-3.1	9	-33	-6
10	Cn1c(=S)n(/N=C/c2ccc3c(c2)OCO3)c2ccccc21	5	-2	-1.8	4	102	-0.6	6	-6	-15
11	O=C(O)c1cccc(S(=O)(=O)Nc2ccc3[nH]c(=O)[nH]c3c2)c1	4	3	-3.4	16	117	-2.7	x	18	-8
12	CCN1C(=O)[C@H]2[C@@H](c3ccc(C)cc3)N3C(=O)N(c4ccccc4)C(=O)[C@@]3(Cc3ccc(Cl)cc3)[C@H]2C1=O	-46	-2	-0.9	0	99	-2.6	18	0	-45
13	Fc1cccc(CN2CCN(c3nc4nonc4nc3NC3CC3)CC2)c1	-9	-14	-1.1	-20	76	-1.5	6	-1	5
14	COc1ccc(-n2nc3c(c2NC(=O)C(C)Oc2ccccc2)CS(=O)(=O)C3)cc1 (stereo not drawn)	-25	-3	-1.9	1	104	-4.0	10	-5	-7
15	COc1ccccc1C(=O)OCCN1CCOCC1	-1	-8	-4.4	-10	94	-2.5	-6	7	-3
16	O=C(O)CC(c1ccccc1F)N1Cc2ccccc2C1=O (stereo not drawn)	-5	3	-2.6	-2	99	-1.8	6	-13	8
17	O=C(Nc1c2c(nn1-c1ccc(F)cc1)CS(=O)(=O)C2)c1ccc(S(=O)(=O)N2CCOCC2)cc1	-16	-13	-4.3	-3	99	-2.0	-3	3	-3
18	CC(=O)Nc1ccc(C(=O)c2ccccc2)cc1	-3	0	-3.5	14	103	-1.2	17	1	4
19	O=C(NNC1=NCCCCC1)c1ccccc1	-2	0	-2.5	8	104	-2.2	-1	0	-5
20	COc1ccc(OCC(=O)NNC(=O)c2cc3ccccc3o2)cc1	1	5	-2.7	-2	102	-5.5	26	6	11

Part of the list above, set out differently:
Below each compound: FID counter | PfM18AAP inh | IMP-1 inhibitor | MEKK2 mut-MEK5 | MEKK2 WT-MEK5 | VIM-2 inhibitor | NALP1 yeast inh | UBC9 SUMO inh | HCV NS3 hel inh
2: O=C(Cc1ccccc1)N/N=C/c1ccc(-c2ccc([N+](=O)[O-])cc2)o1
→ -3 | -8 | -2.4 | 1 | 107 | -0.7 | x | 36 | -2
19: O=C(NNC1=NCCCCC1)c1ccccc1
→ -2 | 0 | -2.5 | 8 | 104 | -2.2 | -1 | 0 | -5
13: Fc1cccc(CN2CCN(c3nc4nonc4nc3NC3CC3)CC2)c1
→ -9 | -14 | -1.1 | -20 | 76 | -1.5 | 6 | -1 | 5
14: COc1ccc(-n2nc3c(c2NC(=O)C(C)Oc2ccccc2)CS(=O)(=O)C3)cc1 (stereo not drawn)
→ -25 | -3 | -1.9 | 1 | 104 | -4.0 | 10 | -5 | -7
5: CS(=O)(=O)N(CC(=O)N/N=C/c1ccco1)c1ccccc1Br
→ -19 | -2 | -2.0 | -1 | 97 | -3.0 | 31 | 12 | 6

(further entries)
item	SMILES	FID counter	PfM18AAP inh	IMP-1 inhibitor	MEKK2 mut-MEK5	MEKK2 WT-MEK5	VIM-2 inhibitor	NALP1 yeast inh	UBC9 SUMO inh	HCV NS3 hel inh
21	O=C1Nc2cc(C(=O)N3CCOCC3)ccc2SC1N1CCOCC1 (stereo not drawn)	-3	9	-2.3	x	x	0.2	1	21	-3
22	CCCCSC1=C(C#N)C(c2ccccc2C)CC(=O)N1 (stereo not drawn)	-7	-2	-2.8	17	110	-3.5	3	13	-5
23	CCOc1ccccc1NC(=O)C1CCN(C(=O)C2CC(=O)N(c3ccc(C)cc3)C2)CC1 (stereo not drawn)	-38	0	-3.4	-5	98	-0.9	8	-6	-5
24	Oc1ccc(C2C(c3ccccc3)=NN=C(c3ccc(Cl)cc3)N2O)c(O)c1 (stereo not drawn)	-4	5	-3.9	-2	96	-2.4	7	0	7
25	Cc1c(N(C(=O)Cc2cccs2)C2(C(=O)NC3CCCC3)CCCCC2)c(=O)n(-c2ccccc2)n1C	-29	4	-2.7	2	102	-2.2	3	6	8
26	CNC(=O)CCn1nc(-c2ccccc2)c2ccccc2c1=O	-1	-1	-0.5	6	113	-2.9	-23	-14	-2
27	O=C(Nc1ccc(O)c(-c2nc3ccccc3o2)c1)C1(c2ccc(Br)cc2)CCCC1	1	-9	-3.1	14	100	-1.4	27	18	0
28	CC(=O)OCC(=O)NCC(=O)c1c[nH]c2ccccc12	-3	-1	-4.6	5	96	-5.6	22	-9	7
29	Cc1ccc(NC(=O)CN(C)C(=O)CSc2nncn2C)cc1	-4	6	-4.5	2	104	-3.1	25	3	-6
30	Cc1c(Cc2ccccc2)sc(N)c1C(N)=O	-2	42*	-5.2	0	100	-4.2	2	-1	16
31	C=CC(O)(C#CCN(CC)CC)c1ccccc1 (stereo not drawn)	2	-7	0.6	6	126	-0.3	-3	0	-8
32	CC(=O)NC(Cc1ccc(F)c(F)c1)C(=O)NC1CCN(c2nnnn2-c2ccccc2)CC1 (stereo not drawn)	-27	-10	-0.8	-5	97	0.1	-10	-8	-7
33	CC(C)CNC(=O)CSc1nc2nn(-c3ccccc3)c(=O)c-2c2n1CCCCC2	2	-17	-0.3	0	99	0.5	-47	1	-1
34	O=C(NCC1CCCO1)c1cccc(C(=O)NCC2CCCO2)c1 (stereo not drawn)	2	-4	0.0	15	101	-1.8	6	5	0
35	O=C(O)c1ccccc1C(=O)c1ccc2c(c1)CCC2	-6	-6	-0.4	4	104	5.5	5	6	7
36	COc1cc(C(CC(=O)Nc2ccc(Cl)cn2)N2Cc3ccccc3C2=O)cc(OC)c1OC (stereo not drawn)	-31	9	-2.0	13	109	-0.8	19	-5	-8
37	C=CCC1NS(=O)(=O)OC(COC)C1C (stereo not drawn)	-9	-14	-0.2	0	98	-0.3	19	-7	1
38	Cc1cc2c(c(SCC(=O)NCCc3ccccc3)n1)C(=O)OC2	0	-2	-1.1	0	101	-2.7	18	13	4
39	CC(C)CCNCC(O)CON=C1c2ccccc2-c2ccccc21 (stereo not drawn)	35	-1	-2.5	2	161*	4.2	7	-5	-56
40	Cc1ccsc1/C=N/NC(=O)CNC(=O)c1cccc([N+](=O)[O-])c1C	-1	-4	-2.9	-1	98	-0.5	-2	-21	9
41	Cc1c(Cl)cccc1NC(=O)Cn1cccc1	4	4	-3.0	-3	99	-1.5	1	14	5
42	Cc1cc(N2CCOCC2)nc2cc(O)ccc12	0	4	-2.8	0	94	-3.6	2	0	10
43	CCc1ccc(NS(=O)(=O)c2ccc3[nH]c(=O)[nH]c3c2)cc1	1	-10	-2.7	-4	93	1.4	5	-12	7
44	C=CCn1c(-c2ccc(N)cc2)nc2ccccc21	-2	0	-4.3	4	115	-1.5	-12	7	-1
45	O=C(CCCN1C(=O)c2cccnc2C1=O)N1CC(=O)N(CCc2ccccc2)C(=O)C1	-1	12	-1.7	6	102	-2.0	-4	1	-1
46	COc1ccc(-n2ncc3c(N4CCCCC4)ncnc32)cc1	-12	3	-3.3	3	97	-1.1	17	6	-7
47	O=C(c1ccco1)N1CCN(C(=O)c2ccc(CS(=O)c3ccc(F)cc3)o2)CC1 (stereo not drawn)	-18	-9	0.0	-4	91	-0.1	44*	4	5
48	COC(=O)C(Cc1ccccc1)NC(=S)NC(=O)c1ccccc1 (stereo not drawn)	-18	-12	-3.2	-1	98	-1.1	11	1	5
49	O=C(CN1CCN(Cc2ccc(Cl)cc2)C1=O)NCCCN1CCOCC1	1	-5	-2.0	10	108	-2.2	-14	-3	8
50	CN(C)/C(=N\OC(=O)c1ccccc1)c1nonc1N	-4	1	-4.2	2	98	-4.1	11	6	-9
51	O=C(Cc1ccc(Cl)cc1)Nc1ccc(S(=O)(=O)Nc2ncccn2)cc1	-5	0	-1.7	10	107	-1.4	-2	-2	-3
